# PV pol inh = poliovirus RdRp elongation inhibitors, primary screen, biochemical, fluorescence polarization, total intensity. Genome polyprotein (Poliovirus type 1 (strain Mahoney)), P03300. poliovirus polymerase elongation; active compounds read low. % elongation, % (compound at 16.7 µg/mL). 0.66% of 150,000 active; in the data active means % elongation below about 90%; further: some results filed as inactive read as strong as hits
# Target sequence (P03300 1749-2209 limits assumed): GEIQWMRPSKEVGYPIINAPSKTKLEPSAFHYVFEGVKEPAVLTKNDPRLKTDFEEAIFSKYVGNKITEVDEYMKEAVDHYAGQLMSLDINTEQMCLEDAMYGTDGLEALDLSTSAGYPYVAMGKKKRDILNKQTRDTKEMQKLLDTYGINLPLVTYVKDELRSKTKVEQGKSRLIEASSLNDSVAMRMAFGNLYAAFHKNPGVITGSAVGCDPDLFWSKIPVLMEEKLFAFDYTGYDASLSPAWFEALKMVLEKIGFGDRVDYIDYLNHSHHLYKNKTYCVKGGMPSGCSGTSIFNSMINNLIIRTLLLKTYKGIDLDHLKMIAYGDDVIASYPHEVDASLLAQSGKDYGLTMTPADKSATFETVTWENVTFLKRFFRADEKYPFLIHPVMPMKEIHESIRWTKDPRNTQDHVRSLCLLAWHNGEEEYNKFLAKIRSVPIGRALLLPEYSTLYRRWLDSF
# PV pol inh FP z-score = recorded beside PV pol inh, whose call it bears; z-score; measured here: FP z-score; hits read low
# Active calls of the source: *; & = joins results of further samples.
SMILES,PV pol inh,PV pol inh FP z-score
CCCCC/C=C\C=C\[C@@H](O)CCCCCCCC(=O)O,103,0.8
Cc1cccc(NS(=O)(=O)c2ccc3c(c2)OCC(C(=O)N2CCCC2)O3)c1C (configuration not stated),104,-0.5
CCOC(=O)C1=C(CN2CC=C(c3ccccc3)CC2)NC(=O)NC1c1cccc(OC)c1OC (configuration not stated),101,0.3
Cc1cc2oc(=O)cc(COC(=O)c3cccc(N(C)C)c3)c2cc1C,98,-0.5
COc1ccc(NC(=O)/C(C#N)=C/c2cc(C)n(-c3ccc(F)cc3)c2C)cc1,102,-0.4
Cc1cccc(-c2nc(C)c(CCNC(=O)C(=O)Nc3ccccc3C#N)s2)c1,110,0.7
Cn1cnnc1SCC(=O)N1CCCC1,102,0.1
COc1cccc(CNC(=O)Cn2ncn3nc(-c4cccs4)cc3c2=O)c1OC,113,1.2
S=C1CSc2ccccc2N1,92,-2.8
Cc1ccsc1CCN1C(=O)N(c2ccccc2)C(=O)C1CC(=O)Nc1ccc(F)cc1 (configuration not stated),111,0.7
COc1ccc(-c2noc(N3CCC(C(=O)N4CCN(c5ccccc5)CC4)CC3)n2)cc1,102,0.1
CCC(C)NC(=O)c1n[nH]c(=O)c2ccccc12 (configuration not stated),100,-0.2
CCOC(=O)COc1ccc(Br)cc1C#N,104,0.1
CC(C)Sc1nc2ccccc2c(=O)n1-c1ccc(F)cc1F,103,0.4
O=C(c1ccccc1)c1nc2c(ccc3ccccc32)o1,106,0.4
COc1ccc(S(=O)(=O)Nc2cc(S(=O)(=O)c3ccccc3)c(O)c(C)c2C)cc1,106,0.4
CC(C)NC(=O)c1ccc(-n2c(-c3ccccc3)cc3c2CCCC3)cc1,95,-2
CCc1ccc(CCC(=O)Nc2ccc(S(N)(=O)=O)cc2)o1,102,0
NS(=O)(=O)c1ccc(CCNC(=O)CN2CC(=O)Nc3ccccc32)cc1,100,-0.4
N#Cc1cn(CC(=O)N2CCc3ccccc32)c2ccccc12,111,1.3
CCOC(=O)N1CCc2c(sc3c2c(=O)n(-c2ccc(CC)cc2)c(=O)n3CC(=O)c2ccccc2)C1,101,-1.1
CCOc1cc(C)c(C(C)C)cc1S(=O)(=O)n1ccnc1CC,101,-0.7
COc1cc(C(=O)Nc2ccc(Cl)c(-c3nc4ncccc4o3)c2)cc(OC)c1OC,102,-0.1
Cn1ncc(NCCc2ccncc2)c(Cl)c1=O,109,0.8
CC(C)C(Nc1ncnc2c1oc1ccccc12)C(=O)O (configuration not stated),102,0.2
SMILES,PV pol inh,PV pol inh FP z-score
COC(=O)c1cccc(NC(=O)COC(=O)c2cc3ccccc3o2)c1,101,-0.1
CCOc1ccc(CNC(=O)C2CCN(C(=O)c3sccc3-n3cccc3)CC2)cc1,117,1.9
CC(=S)Nc1ccc(Nc2ccccc2)cc1,100,-0.5
O=C(OCC(=O)c1cc2ccccc2o1)c1cc(F)cc(F)c1,135,3.5
COc1ccccc1C1CCN(Cc2cn[nH]c2-c2ccc(F)cc2)CC1,104,0.7
CN1CCc2cc3c(cc2C1O)OCO3 (configuration not stated),100,0
Cc1ccc(CN2C(=O)SC(Nc3ccc(Cl)cc3)C2=O)cc1 (configuration not stated),100,-1.2
Oc1[nH]c2ccccc2c1C=NCc1ccccc1,98,-0.6
CCC1CCCCN1C(=O)Cn1c(=O)n(CCC(=O)NCc2ccc3c(c2)OCO3)c(=O)c2ccccc21 (configuration not stated),100,0
O=C(CN1CCN(C(=O)c2ccccc2)CC1)Nc1cccc2nsnc12,103,0.1
Cc1ccccc1CSCc1nc(N)nc(Nc2ccccc2C)n1,101,-0.2
N#Cc1cccc(NC(=O)c2c(Cl)nc3sccn23)c1,101,-0.4
Cc1cccc(NC(=O)Cn2c(=O)n(Cc3ccc(C(=O)NCc4ccc5c(c4)OCO5)cc3)c(=O)c3ccccc32)c1,105,-0.3
COc1ccccc1NC(=O)C(C)NC(C)C (configuration not stated),105,0.3
O=C(NCc1ccccc1F)c1cnc(N2CCCC2)nc1,99,-0.7
CC(=O)Nc1cccc(-n2cc3c(c2-c2ccccc2Cl)c(=O)n(C)c(=O)n3C)c1,102,-1.3
CCCSc1nc2ccccc2n1CC(=O)Nc1ccc(C(N)=O)cc1,101,-0.3
CC1CN(C)CC(C)C1(O)c1ccccc1 (configuration not stated),109,0.8
O=c1[nH]c(C2CCCNC2)nc2c1nnn2Cc1ccccc1 (configuration not stated),103,0.4
CCCn1c(SCC(=O)NCC23CC4CC(CC(C4)C2)C3)n[nH]c1=O,101,-0.3
COc1ccc(CNC(=O)CCc2nnc3n(C)c(=O)c4sccc4n23)cc1,104,-0.6
CCCOc1ccc(N)cc1OCCC,101,-0.1
Cc1cccc(N2CCN(C(c3ccccc3F)c3nnnn3C(C)C)CC2)c1C (configuration not stated),103,0.3
CCOC(=O)c1oc2ccccc2c1CSc1nnnn1-c1ccc(OC)cc1,105,0
CCCc1c(NC(=O)Nc2ccc(Cl)cc2Cl)cnn1-c1ccccc1,102,-0.2

# Sorted by molecular weight (ascending): part of the list above.
SMILES,PV pol inh,PV pol inh FP z-score
COC(=O)c1cccc(NC(=O)COC(=O)c2cc3ccccc3o2)c1,101,-0.1
Cc1cccc(N2CCN(C(c3ccccc3F)c3nnnn3C(C)C)CC2)c1C (configuration not stated),103,0.3
CCOc1ccc(CNC(=O)C2CCN(C(=O)c3sccc3-n3cccc3)CC2)cc1,117,1.9

# New compounds follow:
SMILES,PV pol inh,PV pol inh FP z-score
COc1cccc(C(=O)NCCS(=O)(=O)N2CC(C)CC(C)C2)c1 (configuration not stated),103,0.2
Cc1ccc2cc3cc(C(=O)N4CCN(c5ccccc5)CC4)oc3nc2c1,108,0.1
CC(=O)c1ccc(NC(=O)Cn2nc(N3CCN(c4ccccc4)CC3)ccc2=O)cc1,108,0.3
CCCC(=O)NC1CCS(=O)(=O)C1 (configuration not stated),103,0.2
CNc1oc(/C=C/c2cc(OC)c(OC)c(OC)c2)nc1C#N,110,0.4
O=C(CSc1n[nH]c(=O)n1C1Cc2ccccc2C1)c1ccc2c(c1)OCCO2,102,0.3
COc1cccc(C(=O)Oc2c(Sc3ccc(C)cc3)c(C)nn2C(C)(C)C)c1OC,106,0.3
COC(=O)c1sc2c(C)cc(Cl)c(C)c2c1C(=O)Oc1ccccc1,107,0.4
O=C(O)CSCC(=O)NC1CCCc2ccccc21 (configuration not stated),100,-0.6
Cc1cccc(NC(=O)N2CCC(CN3CCC(C)CC3)CC2)c1C,113,0.5
NC(=O)N/N=C1\c2ccccc2-c2c(C(N)=O)cccc21,103,0.4
CCOC(=O)c1c(S(=O)(=O)NCC(=O)NCc2ccc(C)cc2)c(C)n(C)c1C,110,0.6
Cn1c(=O)c2c(ncn2CC(O)CO)n(C)c1=O (configuration not stated),101&100,0.3&0.1
Cc1ccc(/C(C#N)=C\c2ccco2)cc1,101,-0.1
Cc1ccc(C(=O)NNc2nc(Nc3ccccc3)nc(N3CCCC3)n2)cc1,102,0
CCN(CC)S(=O)(=O)c1cccc(-c2[nH]c3ccccc3[n+]2-c2ccccn2)c1,102,0.1
COCCn1c(SCC(=O)Nc2cc(Cl)ccc2OC)nc2c([nH]c3ccccc32)c1=O,115,1.9
COc1ccc(OCC(=O)N2CCN(Cc3cc(=O)n4nc(-c5ccccc5C)sc4n3)CC2)cc1,105,-0.6
CN(CC(=O)Nc1ccc(N2CCOCC2)cc1)S(=O)(=O)c1ccc2c(c1)OCCO2,102,0
O=C(Nc1ccccc1F)C(c1ccccc1)N1Cc2ccccc2C1=O (configuration not stated),107,-0.1
CCOCCc1nn2c(=O)cc(COC(=O)c3cccs3)nc2s1,112,1.2
COc1ccc(NC(=O)c2c(NCc3ccc(C)o3)sc3c2CCCC3)cc1,101,0.2
CCOC(=O)c1cc(C(O)(C(F)(F)F)C(F)(F)F)c(N)o1,104,0.2
C=CCn1c(CNC(=O)c2ccco2)nnc1SCC(=O)Nc1cccc(Br)c1,101,-0.3
COc1ccc(-c2noc(CCCC(=O)Nc3cccc(Cl)c3C)n2)cc1,110,0.6

# Six records picked at random from those above, as already listed:
SMILES,PV pol inh,PV pol inh FP z-score
CNc1oc(/C=C/c2cc(OC)c(OC)c(OC)c2)nc1C#N,110,0.4
Cc1ccc(/C(C#N)=C\c2ccco2)cc1,101,-0.1
NC(=O)N/N=C1\c2ccccc2-c2c(C(N)=O)cccc21,103,0.4
C=CCn1c(CNC(=O)c2ccco2)nnc1SCC(=O)Nc1cccc(Br)c1,101,-0.3
COc1cccc(C(=O)NCCS(=O)(=O)N2CC(C)CC(C)C2)c1 (configuration not stated),103,0.2
CN(CC(=O)Nc1ccc(N2CCOCC2)cc1)S(=O)(=O)c1ccc2c(c1)OCCO2,102,0

# Record cards (already shown). Values in the order: PV pol inh	PV pol inh FP z-score
# COc1cccc(C(=O)NCCS(=O)(=O)N2CC(C)CC(C)C2)c1 (configuration not stated) in the list: 103	0.2
# O=C(O)CSCC(=O)NC1CCCc2ccccc21 (configuration not stated) in the list: 100	-0.6
# CCOCCc1nn2c(=O)cc(COC(=O)c3cccs3)nc2s1 in the list: 112	1.2
# O=C(CSc1n[nH]c(=O)n1C1Cc2ccccc2C1)c1ccc2c(c1)OCCO2 in the list: 102	0.3
# Cn1c(=O)c2c(ncn2CC(O)CO)n(C)c1=O (configuration not stated) in the list: 101&100	0.3&0.1

# Next part
SMILES,PV pol inh,PV pol inh FP z-score
O=C1Nc2ccccc2Oc2cc(Sc3ccccc3)ccc21,107,0.4
NC(=O)c1c(NC(=O)c2ccc3c(c2)OCCO3)sc2c1CCC2,104,0.7
Clc1ccc(-c2cn3c4ccccc4nc3n2CCCNC2CCCCC2)cc1,99,-0.5
Cc1oc2ncnc(N3CCCCC3)c2c1C(=O)NCC1CCN(Cc2cccc(F)c2)CC1,109,0.3
CCN(CC)C(=O)c1ccc(COc2cccc3ccccc23)o1,103,0.4
COc1cccc(C2CC(=O)Nc3cc4c(cc32)OCO4)c1OC(C)C (configuration not stated),107,0.5
Cc1nc2nc(CCc3ccccc3)nn2c(C)c1Cl,106,1.3
COc1cccc(C2C3=C(CCCC3=O)N(C)C3=C2C(=O)CCC3)c1,100,-0.3
CC1(C)CC(C(CC#N)c2ccccc2)CCO1 (configuration not stated),103,0.2
O=C(Nc1ccc(-c2nc3ccccc3o2)cc1)C1CCCC1,102,0
CCCCNC(=O)c1cccc(-n2c(C)nc3cccnc32)c1,114,1.2
O=C1CN(C(=O)COC(=O)c2ccccc2)c2ccccc2N1,102,0
Nc1ccc(-c2nc3ccccc3[nH]2)cc1,103,0
CCc1ccc2oc(C(=O)Nc3ccccc3OC)c(C)c2c1,103,0.5
O=C(COC(=O)C1(c2ccc(F)cc2)CCCC1)NC1CC1,102,0.1
c1ccc(-c2noc(CC3CCCCC3)n2)cc1,101,0.2
Cc1cc(C)cc(Oc2c(C(F)(F)F)oc3c(CN4CC(C)OC(C)C4)c(O)ccc3c2=O)c1 (configuration not stated),103,0.3
CCc1nnc(NC(=O)CSc2nc3c(c(=O)n2Cc2ccccc2)SC(C)C3)s1 (configuration not stated),99,-1.1
CCSc1nc2ccc(NC(=O)c3ccccc3C(=O)O)cc2s1,97,-0.6
COC(=O)c1ccc(CSc2nnc(C3CC3)n2Cc2ccccc2)o1,103,0.3
CCOc1ccccc1NC(=O)Cn1c(=O)n(Cc2ccccc2)c(=O)c2c3c(sc21)CN(C(C)=O)CC3,100,-1.2
CCc1ccc(NC(=O)c2cccc3c2C(=O)N(CC)C3)cc1,102,0.1
CCC(C)NC(=O)CCN1C(=O)c2ccccc2C1=O (configuration not stated),101,0.1
C/C(=N\N=C1/NC(=O)CC(C(N)=O)S1)c1cccs1 (configuration not stated),100,-0.2
Cc1ccc(CNc2ccc3c(c2)CCC3)o1,102,0.8
SMILES,PV pol inh,PV pol inh FP z-score
Cc1cccc(C(=O)OCC(=O)Nc2oc(C)c3c(C)n[nH]c(=O)c23)c1O,104,0.2
O=C(CN(c1ccc2c(c1)OCCO2)S(=O)(=O)c1ccccc1)NCc1ccco1,102,0
COc1ccc(OCC(=O)NCCO)cc1,102,0.1
CC(C)COC(=O)c1cn(C2CCCCC2)c2ccccc2c1=O,99,-0.9
O=C(CN1CCN(c2ccc(C(F)(F)F)cn2)CC1)N1CCCC1c1ccc2c(c1)OCCCO2 (configuration not stated),103,-0.2
COc1ccc2c(c1)c1c3n2CCNC3CCC1 (configuration not stated),103,0.2
CSc1ccc(S(=O)(=O)N2CCCCC2)cc1,100,0.1
CN(CCc1ccccn1)C(=O)c1cccc(C(F)(F)F)c1,99,-0.2
Cc1ccc2[nH]c(=O)c(CN(C3CCCCC3)S(=O)(=O)c3ccccc3)cc2c1,103,0
O=C(COC(=O)CC1Sc2ccccc2NC1=O)NC1CC1 (configuration not stated),103,0.1
CCCCN1C(C)=NC(C(F)(F)F)(C(F)(F)F)C2=C1CC(C)(C)CC2=O,104,0.5
CCOC(=O)c1c(-c2ccccc2)oc2ccc(OCC)cc12,97,-0.3
CCN(N)c1nc(Cl)cc(C)c1C#N,104,0.2
COc1ccc(CNC(=O)CN2C(=O)COc3ccc(S(=O)(=O)N4CCCCC4)cc32)cc1,118,0.3
COc1ccc(S(=O)(=O)N2CCC(N3CCN(Cc4ccc(F)cc4)C(=O)C3=O)CC2)cc1,104,-0.4
CCOC(=O)/C=C(/C)Nc1nonc1NC(C)=O,93,-1
COc1ccc(CNC(=O)c2cnc(N3CCCC3)nc2C)cc1,102,-0.5
CC/C(=N\NC(=O)C1CC1)c1cccc(Cl)c1,108,0.6
CCOC(=O)C1CCN(C(=O)c2ccc3c(c2)sc2nc(-c4ccc(C)cc4)cn23)CC1,103,-0.6
CCOC(=O)c1sc2sc(C(=O)OCC)c(CN(CC)CC)c2c1CN(CC)CC,101,-0.6
N#Cc1nc(/C=C/c2ccc(F)cc2)oc1N1CCCCCC1,110,0.4
Cn1c(=O)cc(N2CCCCC2)c2c(=O)n(-c3ccccc3)c(=O)n(-c3ccccc3)c21,101,0
OCc1cnc(SCc2ccccc2)n1Cc1ccccc1,100,-0.4
CCCc1cc(SCC(=O)O)n2c(nc3ccccc32)c1C#N,104,0.8
CCN(CC(=O)NCc1cccs1)Cc1cc(=O)oc2cc(O)ccc12,103,0.1
O=S(=O)(Nc1nc2n(n1)C(c1ccc(F)cc1)C=C(c1ccc(Cl)cc1)N2)c1ccccc1 (configuration not stated),98,-1.4
O=C1CCC/C1=C/c1ccccc1,102,0.1
CCOCCC(=O)Nc1cc(C)cc(C)c1,101,0.4

# Screens as filed in PubChem BioAssay.

# The list is partial; count on the stated rates, not on these rows.
